Glioma ERSR ind – ER stress response induction in glioma. 420,000 compounds, 0.02% hits. Potency, µM, inactives show at the top dose activation, hits mostly activators. U87-MG GRP78 promoter luciferase reporter, 16 h; further: potency means the concentration at half of the fitted maximal effect; series mostly up to about 76 µM; % of control where 0% means no effect; nearly all actives have a fitted effect of over 35% in size
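Stably transfected U87-MG glioma cells carrying a GRP78-based luciferase sensor; 16 h compound incubation. Luminescence end-point read 10 min after Bright-Glo addition at room temperature.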
RGS4 inh – blocks human RGS4-accelerated GTP hydrolysis | Potency, µM (highest dose often 114 µM), for inactives: at the top dose activity change, negative = inhibition, actives largely listed as inhibitors | P49798 | Transcreener GDP fluorescence polarization, RGS4-accelerated GTP hydrolysis | 390,000 compounds, 0.039% hits; further: potency means the concentration at half of the fitted maximal effect; on the % scale 0 is the no-effect control and ±100 the full control effect; nearly all actives have a fitted effect of over 75% in size; some results filed as inactive show a strong effect at the top dose
Target sequence (P49798 whole entry, looked up): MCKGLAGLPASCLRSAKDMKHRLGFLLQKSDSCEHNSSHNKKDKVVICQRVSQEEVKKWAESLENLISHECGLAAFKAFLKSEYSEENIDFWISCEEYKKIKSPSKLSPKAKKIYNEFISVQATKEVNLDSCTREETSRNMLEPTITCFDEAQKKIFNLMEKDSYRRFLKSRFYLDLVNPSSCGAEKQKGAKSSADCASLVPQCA
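MLSMR compounds (23 nl, pin-transferred) preincubated 10 min at room temperature with a 500nM (2x) first reagent, then RGS4 at 900nM (2x) plus Transcreener GDP mix added; fluorescence polarization (620/688 nm) read before and after 90 min at 30 °C.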
ERG Ets-DNA blk – blocks human ERG Ets domain binding to DNA | AID 624246 | fluorescence polarization, His-ERG Ets domain / labelled DNA | P11308 | 370,000 compounds, 0.028% hits | Potency, µM (titrated, usually from 76.9 µM), for the others: top-dose FP activity, negative = inhibition, hits mostly inhibitors; active means well fitted inhibition curve with a large enough effect in the polarisation, with a control signal flat; inconclusive means small, poorly fitted or top-dose-only effect, or effect the other way, or a change in a side signal; inactive means no such curve, though single readings can be large or run the other way; the % refers to the polarisation;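 further: polarization taken with two DNA probes labelled with fluorescein and Texas red; potency means the concentration at half of the fitted maximal effect; % of control where 0% means no effect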
Target sequence (P11308 whole entry, looked up, the tested form may be a part): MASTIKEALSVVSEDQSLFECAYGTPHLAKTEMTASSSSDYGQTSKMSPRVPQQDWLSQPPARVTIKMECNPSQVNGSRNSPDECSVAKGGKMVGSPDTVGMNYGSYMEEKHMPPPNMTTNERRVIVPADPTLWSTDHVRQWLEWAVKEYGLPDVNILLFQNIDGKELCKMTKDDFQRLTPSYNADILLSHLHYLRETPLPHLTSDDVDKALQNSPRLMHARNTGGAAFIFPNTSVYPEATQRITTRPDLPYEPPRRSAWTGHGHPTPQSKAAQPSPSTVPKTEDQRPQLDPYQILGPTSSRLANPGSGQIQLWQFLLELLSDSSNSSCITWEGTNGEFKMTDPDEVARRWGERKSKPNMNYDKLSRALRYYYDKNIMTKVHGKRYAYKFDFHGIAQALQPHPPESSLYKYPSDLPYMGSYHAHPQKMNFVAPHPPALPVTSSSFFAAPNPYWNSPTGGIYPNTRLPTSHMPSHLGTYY
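His-tagged ERG Ets domain (1 uM in the protein solution; 300mM KCl, 50mM Tris-HCl, 1mM EDTA, 1mM DTT, pH 7.5) received compound, then a probe mix of 5 nM fluorescein-DNA and 100nM Texas-615-DNA. Fluorescence polarization was read for both dyes.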
D2 antag – D2 dopamine receptor (human) antagonism; HEK293 TREx D2 cells, calcium flux, dopamine EC80; inhibition, % at 10 µM; 340,000 compounds, 2% hits; AID 485344; in the data active means inhibition above about 30%; further: 0% is about no effect
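Inhibition of EC80 dopamine-driven calcium flux, recorded kinetically, defines activity here; cells are a tetracycline-induced HEK293 T-REx line expressing force-coupled D2.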
D2 agonist – agonists of human D2 dopamine receptor. activation, % at 2 µM. HEK293 T-REx D2 cells, calcium flux agonist mode. AID 485358. 340,000 compounds, 0.53% hits. P14416;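 active means activation over 3 SD above normal in the single-dose calcium agonist read, cut at about 30% in these data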; further: 0% is about no effect
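Tetracycline-induced HEK293 Trex cells with D2 receptor force-coupled to calcium signaling, plated overnight at 30 C and loaded with no-wash calcium dye. Calcium flux read kinetically for 180 s after compound addition; responses flag agonists.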
Vif-A3F inh – inhibitors of Vif-A3F interaction. AID 602313. HeLa A3F-eYFP + Vif (tagged APOBEC3F with the HIV-1 protein that degrades it), YFP fluorescence increase. 390,000 compounds, 0.2% hits. Potency, µM (highest dose often 46.1 µM), for inactives: at the highest dose activity, negative = active; further: potency means the concentration at half of the fitted maximal effect; % of control where 0% means no effect; nearly all actives have a fitted effect of over 65% in size
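HeLa cells stably expressing Vif plus C-terminally eYFP-tagged A3F were seeded, incubated overnight at 37 deg C, dosed with compound, incubated overnight again at 37 deg C. Yellow fluorescence (Ex 488/Em 500-530) reported blocked Vif-mediated A3F-eYFP degradation.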
Vif-A3G inh – blocks the Vif interaction with human APOBEC3G. Potency, µM (doses to about 46.1 µM), for the others: at the top dose activity, negative = active, actives largely listed as inhibitors. Q9HC16. 410,000 compounds, 0.076% hits. HeLa A3G-eYFP + Vif (tagged APOBEC3G with the HIV-1 protein that degrades it), YFP fluorescence, overnight;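 further: potency means the concentration at half of the fitted maximal effect; on the % scale 0 is the no-effect control and ±100 the full control effect; nearly all actives have a fitted effect of over 60% in size; hits raise eYFP signal because A3G escapes Vif-driven loss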
Target sequence (Q9HC16 whole entry, looked up): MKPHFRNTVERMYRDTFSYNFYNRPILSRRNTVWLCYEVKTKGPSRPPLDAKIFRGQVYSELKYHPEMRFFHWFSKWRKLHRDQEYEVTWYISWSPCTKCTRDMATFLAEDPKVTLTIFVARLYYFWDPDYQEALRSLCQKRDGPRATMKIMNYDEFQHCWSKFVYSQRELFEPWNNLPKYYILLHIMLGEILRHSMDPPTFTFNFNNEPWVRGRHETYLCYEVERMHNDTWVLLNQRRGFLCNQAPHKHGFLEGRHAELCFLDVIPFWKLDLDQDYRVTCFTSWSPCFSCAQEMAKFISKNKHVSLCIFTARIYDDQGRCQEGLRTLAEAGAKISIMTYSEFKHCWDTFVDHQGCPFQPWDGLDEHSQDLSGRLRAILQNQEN
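Read-out is eYFP fluorescence (Ex 488/Em 500-530) from Vif-expressing HeLa A3G-eYFP cells; more signal means A3G escaped Vif-mediated degradation. Cells plated overnight, compound pinned in, incubated overnight at 37 deg C.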
LDHA block – blocks human lactate dehydrogenase A; activity change, % (values are at about 110 or 230 µM); purified LDHA, NADH/diaphorase-resazurin fluorescence; hits give low values; AID 1347041; 480,000 compounds, 0.15% hits; P00338; in the data active means activity change below about -30%; inconclusive means mostly about -25% to -30%;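 further: plate controls were DMSO wells for no effect and wells without enzyme for full effect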
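Enzyme activity of human lactate dehydrogenase 5 (2 nM; 0.06 mM NADH, 0.2 mM pyruvate, 5 min, RT) is measured via a resazurin/diaphorase fluorescence readout of residual NADH.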
12-LOX inh – ALOX12 (human) lipoxygenase inhibition; P18054; purified 12hLO, xylenol orange hydroperoxide absorbance; Potency, µM (highest dose often 108 µM), without a hit: at the top dose activity change, negative = inhibition, most hits filed as inhibitors; 580,000 compounds, 1.1% hits; AID 1671190; further: potency means the concentration at half of the fitted maximal effect; on the % scale 0 is the no-effect control and ±100 the full control effect
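Purified human 12hLO (150 nM final) in 25 mM Hepes, 0.01% Triton X-100, pH 7.0 was preincubated 15 min at room temperature with compound. Then 40 uM arachidonic acid was added, 30 min. Hydroperoxide was read by Fe-XO absorbance ratio 573/405 nm.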
Active calls of the source: *; u = inconclusive; x = no result given; & = joins results of further samples; ! = a repeat was not active; [ ] = dose if it differs, or a comment. Unless noted, the call rests on the fitted dose curve; in most records, active means well fitted curve in the direction sought with a large enough effect; inconclusive means small, poorly fitted or top-dose-only effect, or another doubt; inactive means no such curve, though single readings can be large; an effect the other way counts as inactive or inconclusive. An excerpt. The share of hits here may be higher or lower than overall.

SMILES | Glioma ERSR ind | RGS4 inh | ERG Ets-DNA blk | D2 antag | D2 agonist | Vif-A3F inh | Vif-A3G inh | LDHA block | 12-LOX inh
CCOc1ccc(C2NC(=O)CCC2[N+](=O)[O-])cc1 (centres undefined) | -1% | -26% | 0% | -3 | 0.5 | 2% | 1% | -3 | 3%
CC(C(=O)Nc1ccc(S(N)(=O)=O)cc1)N1CCc2ccccc21 (centres undefined) | 1% | 11% | -3% | -12 | 0.1 | 2% | -5% | -14 | -3%
Cc1cccc(-n2c(SCC(N)=O)nc3c(c2=O)C2(CCCCC2)Cc2ccccc2-3)c1 | -3% | 8% | -5% | 2 | 3.8 | -2% | 0% | 1 | -2%
NC(=O)N/N=C/c1cn(-c2ccccc2)nc1-c1cccs1 | 6% | -11% | -8% | 6 | -0.3 | 7% | -5% | -2 | -4%
Cc1nn(-c2ccccc2)c2nc3c(cc12)C(=O)CCC3 | 0% | u | 6% | -9 | 0.7 | 2% | -8% | -6 | 14%
Cc1cc2oc(=O)cc(-c3ccccc3)c2c(C)c1-c1ccc(CO)cc1 | 0%&2% | 4% | -4% | x | x | -11% | -1% | 4 | -7%
Cc1csc(NC(=O)NCC2CCCC(CNC(=O)Nc3nc(C)cs3)C2)n1 (centres undefined) | -1% | 21% | -5% | 5 | 0.5 | -1% | 0% | 0 | u
CC1CCCCN1C(=O)c1ccc(C(=O)Nc2ccc(F)cc2)cc1 (centres undefined) | -3% | -9% | -8% | -12 | 0.4 | -4% | 0% | 1 | -1%
COc1ccc(-c2nc3cc(C(C)C)ccc3o2)cc1NC(=O)c1ccc(C)c(Cl)c1 | -3% | -12% | -5% | x | 0.3 | 4% | 1% | 3 | -16%
CCN1/C(=C/c2ccc3ccc(C)cc3[n+]2CC)Sc2ccccc21 | -2% | -18% | 6% | -3 | 24 | -181% | u | -22 | x
O=C(Cn1nnc(-c2ccccc2NC(=O)c2ccccc2F)n1)NCc1ccco1 | -7% | -51% | -5% | 33* | 1.3 | -3% | -6% | -2 | -26%
COc1ccc(OCCn2cc(C=O)c3ccccc32)cc1 | -2% | -17% | 8% | -4 | -0.1 | 2% | 0% | -4 | 3%
Cc1cccc(NC(=S)NCc2ccccc2Cl)c1C | -3% | -2% | 4% | -9 | -0.8 | 1% | 3% | -5 | 16%
CCOC(=O)NNC1CC(=O)N(c2ccc(OC)cc2)C1=O (centres undefined) | -1% | 15% | 1% | -16 | -0.5 | -10% | 4% | -11 | 4%
NS(=O)(=O)c1ccc(CCNC(=O)c2cc3ccccc3oc2=O)cc1 | 2% | -31% | 5% | -5 | 0.7 | 4% | -1% | -5 | 5%
Cc1ccc(S(=O)(=O)N(CCC(=O)NCC(c2ccccc2)N(C)C)c2ccccc2)cc1 (centres undefined) | -3% | 8% | 10%[15.4 µM] | x | x | 0% | 0% | -7 | -17%
COc1cc([N+](=O)[O-])ccc1NC(=O)c1nc2ccccc2n(C)c1=O | 1% | -21% | 0% | x | 0.7 | -6% | -1% | -3 | 0%
CN(CC(=O)Nn1cnnc1)S(=O)(=O)c1cc(Cl)ccc1Cl | -5% | 30% | 6% | 16 | -0.5 | 3% | 1% | -2 | -7%
Cc1ccc(-c2cc(C(=O)O)c3cc(Br)ccc3n2)s1 | -2%&3% | -14%&-27% | -5%&-10% | 31*! | -0.8&-0.2 | 0%&0% | -3%&-7% | -7&3 | -18%&-29%
CC1CCCC(NC(=O)CSc2nnc(N)s2)C1C (centres undefined) | -4% | -29% | -1% | -11 | 0.3 | 6% | 0% | -7 | 0%
CCCn1c(SCC(=O)N2CC(=O)Nc3ccccc32)n[nH]c1=O | -4% | -21% | -1% | x | x | -1% | 1% | -7 | u
CSCC[C@H](NC(=O)[C@H]1CC[C@H](CNC(=O)[C@@H]2CCCN2)CC1)C(=O)O | -2% | 21% | -7% | -9 | 0.1 | 0% | 1% | -12 | 0%
CC1(c2ccc(Cl)cc2)NC(=O)N(CC(=O)N2CCN(S(=O)(=O)c3ccccc3)CC2)C1=O (centres undefined) | -5% | -5% | -14% | x | x | -4% | -6% | -3 | u
Cc1ccc(-n2nc(CC#N)c(C#N)c2N)cc1 | 3% | 13% | 4% | -10 | 1.7 | -21% | 2% | -5 | -6%
O=c1cc(O)c(-c2ccccc2Cl)c(Cl)[nH]1 | -5% | 13% | 4% | -17 | -0.5 | 8% | 0% | -1 | -6%

(listing goes on)
SMILES | Glioma ERSR ind | RGS4 inh | ERG Ets-DNA blk | D2 antag | D2 agonist | Vif-A3F inh | Vif-A3G inh | LDHA block | 12-LOX inh
O=C(COC(=O)c1ccc(S(=O)(=O)NCc2ccco2)cc1)Nc1ccccc1 | 0% | 24% | -6% | -22 | 1.0 | -24% | 1% | -5 | -13%
CCOc1ccc(C(=O)C(C)=O)c(OCC)c1 | -3% | -11% | 3% | 23 | 0.9 | -3% | -11% | -7 | 18%
CC(C)Nc1nc(Nc2ccc(Cl)cc2F)c2sccc2n1 | 0% | x | x | x | x | x | -5% | 2 | -23%
Fc1ccc(-c2n[nH]c(=S)n2/N=C/c2c[nH]c3ccccc23)cc1 | -5% | -38% | 7% | 7 | 0.4 | -14% | -10% | 4 | u
Cc1ccc(NC(=O)c2cnn(-c3ccccc3)c2C)cc1 | -9% | -2% | -2% | 0 | 1.8 | -1% | -2% | -1 | 0%
CCOC(=O)CCNC(=O)N1CCCC(N2CCN(c3ccc(OC)cc3)CC2)C1 (centres undefined) | -1% | 22% | -5% | -6 | -2.7 | -2% | 0% | 0 | 3%
CC(=O)Nc1ccc(C(=O)OCC(=O)Nc2c(C)n(C)n(-c3ccccc3)c2=O)cc1 | 1% | 18% | -3% | x | x | 2% | -1% | -10 | 0%
Cc1cc(C(=O)NCc2ccccc2F)c2ccccc2n1 | 0% | -11% | -4% | -1 | -0.9 | 0% | -3% | -3 | 1%
CN(CCOc1ccccc1)S(=O)(=O)c1ccc2oc3ccccc3c2c1 | -3% | -28% | -6% | 8 | -0.6 | 9% | 5% | -1 | 0%
Cc1cc(C)cc(OCC(O)CN2CCC(CN3C(=O)c4cccc5cccc(c45)C3=O)CC2)c1 (centres undefined) | -15% | -18%[11.4 µM] | 2% | -22 | -0.7 | -6% | 1% | -3 | u
CCC(Cn1nnc2ccccc2c1=O)NC(=O)Nc1cc(OC)cc(OC)c1 (centres undefined) | -2% | 13% | 1% | x | -0.8 | 5% | 3% | 3 | -12%
COc1ccc(S(=O)(=O)N(CC(=O)NC2CC2)c2ccc(C)cc2)cc1OC | -3% | -16% | -1% | 14 | 0.7 | -8% | -5% | -7 | 0%
Cc1cc(Br)ccc1SCC(=O)NNC(=O)c1ccco1 | -4% | -3% | -1% | -8 | 0.5 | 4% | 0% | -4 | 31%[activator]
O=C(OCC(=O)N1CCCCCC1)c1ccc(Cl)nc1 | -1% | 5% | 2% | x | x | -9% | 0% | -7 | 147%[activator]
O=C(CNC(=O)c1ccc(S(=O)(=O)N2CCCC2)cc1)N/N=C/c1ccccc1 | -1% | -18% | -8% | -2 | -0.4 | -2% | 0% | -6 | 9%
COCCn1c(=NC(=O)c2ccc3c(c2)OCCO3)sc2cc(NC(C)=O)ccc21 | 2% | 12% | -12% | x | -0.4 | 7% | 1% | -3 | -17%
CCOC(=O)C1=CC[C@@H](c2cc3ccc(OC)cc3n2C)N(S(=O)(=O)c2ccc(C)cc2)[C@H]1C(=O)OCC | -2% | -3% | 5% | -6 | -0.1 | -5% | 1% | 1 | -7%
CN(/N=C/c1ccc([N+](=O)[O-])o1)c1ccccc1 | -3% | -5% | 1% | x | x | -21% | -24% | 0 | u
CCN1C(=O)[C@H]2[C@@H](c3ccc(-c4ccc5c(c4)OCO5)cc3)N[C@@](Cc3ccccc3)(C(=O)OC)[C@H]2C1=O | -1% | 11% | 7% | x | x | 0% | 0% | -7 | u
CCN(CC)S(=O)(=O)c1ccc(/C=C/C(=O)OCC(=O)N(C(C)C)C(C)C)cc1 | -1% | -7% | 4% | x | x | -15% | 0% | -12 | 26%
O=C(NCc1ccncc1)c1ccc2nc([C@@H]3O[C@H](CO)[C@H](O)[C@H](O)[C@H]3O)[nH]c2c1 | 1% | x | x | x | x | x | -1% | -10 | 7%
COc1cc2ncnc(NCc3ccc(C)o3)c2cc1OC | -6% | -7% | -7% | -18 | -0.7 | -3% | -1% | -1 | -23%
COc1cc(C2Nc3ccccc3NC3=C2C(=O)CC(C)(C)C3)cc(OC)c1OC (centres undefined) | -4% | -13% | 4% | -2 | 0.2 | u | -5% | 1 | -9%
CC(C)Oc1ccc(CNC(=O)c2cc(S(=O)(=O)N3CCOCC3)cn2C)cc1 | -3% | 0% | -27% | -8 | 0.1 | 1% | 1% | -7 | 2%
O=C(Nc1ccc(N2CCOCC2)cc1)C1CCN(S(=O)(=O)c2ccc3c(c2)OCCO3)CC1 | -6% | 10% | 4% | 1 | -1.7 | -27% | -1% | -6 | 4%

By substructure, those above containing bromine.
SMILES | Glioma ERSR ind | RGS4 inh | ERG Ets-DNA blk | D2 antag | D2 agonist | Vif-A3F inh | Vif-A3G inh | LDHA block | 12-LOX inh
Cc1ccc(-c2cc(C(=O)O)c3cc(Br)ccc3n2)s1 | -2%&3% | -14%&-27% | -5%&-10% | 31*! | -0.8&-0.2 | 0%&0% | -3%&-7% | -7&3 | -18%&-29%
Cc1cc(Br)ccc1SCC(=O)NNC(=O)c1ccco1 | -4% | -3% | -1% | -8 | 0.5 | 4% | 0% | -4 | 31%[activator]

Screens as filed in PubChem.
